# Assay outcomes deposited in PubChem BioAssay by several laboratories.
# VLA-4 inh – inhibition in a human VLA-4 binding assay. VLA-4 expressing cells, ligand binding flow cytometry. inhibition, % (about 7 µM as worked out from the volumes in the protocol). 0.2% of 330,000 active. AID 2557; in the data active = inhibition above about 50%
# Bcl-xL primary – inhibitors of human Bcl-xL. inhibition, % at 10.9 µM. GST-Bcl-xL / FITC-Bim BH3 peptide fluorescence polarization. Q07817. 0.7% of 320,000 active. AID 2129;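 active = inhibition above the mean of all tested compounds plus 3 SD, cutoff set per campaign, cut at about 30% in these data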;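 also: 0% = DMSO wells and 100% = unlabeled Bim-BH3 peptide competitor; inhibitors lower millipolarization by displacing the labeled peptide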
# Target sequence (Q07817 whole entry, looked up): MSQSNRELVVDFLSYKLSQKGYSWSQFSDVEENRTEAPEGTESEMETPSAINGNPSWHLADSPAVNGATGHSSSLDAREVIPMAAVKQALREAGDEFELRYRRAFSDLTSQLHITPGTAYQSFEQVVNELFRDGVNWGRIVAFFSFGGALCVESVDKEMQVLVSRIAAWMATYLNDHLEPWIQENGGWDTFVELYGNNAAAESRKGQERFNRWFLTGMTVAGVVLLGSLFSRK
# CIT2-GFP yeast – yeast TOR pathway CIT2-GFP modulation. S. cerevisiae CIT2-GFP strain, flow cytometry, 3 h; 100 means same as DMSO wells. 0.065% of 320,000 active. GFP response vs DMSO, % at 10 µM;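 active = GFP response relative to DMSO above a set limit, near the screen mean plus 3 SD, cut at about 150% in these data; inconclusive = Fewer than 70 cells measured for a yeast strain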;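 also: ratio of well median GFP fluorescence to mean of DMSO wells on the plate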
# MEX-5 binding – C. elegans MEX-5 TCR-2 RNA binding activity | 0.38% of 300,000 active | MEX-5/FITC-TCR2 RNA binding, fluorescence polarization; hits give low values | AID 1832 | activity score (negative = inhibition of binding), % at 10 µM;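 active = inhibition past about -25% in most replicates, and total fluorescence under double the plate's negative control median, limit read from the data; inconclusive = replicates evenly split on the limit, or fluorescence at least double controls; inactive = too little inhibition in most replicates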;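 also: 0% = DMSO and -100% = 5 µM competing unlabeled TCR2 RNA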
# Fam108B inh – blocks mouse Fam108B hydrolase in RBBP9 counter-screen | recombinant Fam108B, FP-Rh probe fluorescence polarization | 0.33% of 300,000 active | AID 1947 | inhibition, % at 9.51 µM;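 active = inhibition above the screen mean inhibition plus 3 SD, computed separately per campaign, cut at about 18% in these data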;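 also: inhibitors lower polarization as less probe binds the enzyme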
# AGP1-GFP MLPCN – yeast TOR pathway AGP1-GFP modulation; S. cerevisiae AGP1-GFP multiplex flow cytometry, 3 h; GFP as percent of DMSO wells; 0.02% of 320,000 active; GFP response vs DMSO, % at 10 µM;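 active = GFP response relative to DMSO above a set limit, near screen average plus 3 SD, cut at about 150% in these data; inconclusive = fewer than 70 cells counted for the yeast strain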;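 also: median GFP channel fluorescence of the gated AGP1 strain per well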
# GLD-1 TGE inh – GLD-1-TGE RNA interaction inhibition (C. elegans). Q17339. purified GLD-1 + fluorescein TGE RNA, fluorescence polarization. inhibition, % at 5.96 µM. 0.44% of 320,000 active. AID 2280;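 active = percent inhibition above a per-plate cutoff, the plate mean of test compounds plus 3 SD, cut at about 30% in these data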;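 also: 0% = DMSO wells with GLD-1 and probe and 100% = wells lacking GLD-1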
# GRK2 inh – inhibitors of human GRK2 displacing RNA aptamer; P25098; 0.59% of 330,000 active; bead flow cytometry, FAM-aptamer displacement from GRK2; inhibition of aptamer binding, % at 10 µM;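 active = inhibition of aptamer binding above 40%, roughly 3 SD of noise, on plates passing a quality check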;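 also: median bead fluorescence of bound FAM aptamer so fluorescent compounds give negative values; no value below 0 was filed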
# Target sequence (P25098 whole entry, looked up): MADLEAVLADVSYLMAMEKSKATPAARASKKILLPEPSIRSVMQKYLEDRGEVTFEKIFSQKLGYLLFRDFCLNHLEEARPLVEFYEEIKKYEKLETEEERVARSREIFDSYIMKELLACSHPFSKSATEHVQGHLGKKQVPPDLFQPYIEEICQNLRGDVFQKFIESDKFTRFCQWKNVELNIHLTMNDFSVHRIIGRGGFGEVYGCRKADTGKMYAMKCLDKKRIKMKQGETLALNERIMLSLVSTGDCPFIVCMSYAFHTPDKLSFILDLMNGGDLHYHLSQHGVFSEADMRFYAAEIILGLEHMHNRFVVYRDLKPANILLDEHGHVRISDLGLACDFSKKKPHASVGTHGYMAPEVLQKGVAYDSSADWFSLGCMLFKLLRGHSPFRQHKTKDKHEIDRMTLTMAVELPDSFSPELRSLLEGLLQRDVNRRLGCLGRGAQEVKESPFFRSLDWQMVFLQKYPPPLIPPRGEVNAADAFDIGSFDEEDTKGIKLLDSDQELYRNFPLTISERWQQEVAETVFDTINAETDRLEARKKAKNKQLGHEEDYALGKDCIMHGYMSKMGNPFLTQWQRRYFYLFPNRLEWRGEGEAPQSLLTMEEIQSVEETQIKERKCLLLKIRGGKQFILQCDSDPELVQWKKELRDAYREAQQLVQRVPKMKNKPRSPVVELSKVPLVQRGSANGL
# MCL1 BIM primary – inhibitors of human MCL1 binding to BIM-BH3 peptide | 0.68% of 320,000 active | Q07820 | GST-MCL1 / FITC-Bim-BH3 fluorescence polarization | inhibition, % at 10.9 µM;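 active = inhibition above the mean inhibition of all tested compounds plus 3 SD, set per campaign, cut at about 40% in these data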;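 also: 0% = DMSO wells and 100% = unlabeled Bim-BH3 peptide control; higher means more loss of mP so more displacement of Bim peptide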
# * = called active by the depositor; ? = inconclusive; / = no result given.
SMILES,VLA-4 inh,Bcl-xL primary,CIT2-GFP yeast,MEX-5 binding,Fam108B inh,AGP1-GFP MLPCN,GLD-1 TGE inh,GRK2 inh,MCL1 BIM primary
Nc1nc(SCCO)[nH]c(=O)c1NC(=O)c1ccco1,3,5,88,/,/,89,4,1,5
Cc1[nH]c2ccccc2c1/C=N/Nc1nc(N2CCCCC2)nc(N2CCCCC2)n1,24,2,/,-0.7,5,/,4,0,-1
CCc1cc(C(=O)N=Nc2c(O)[nH]c3ccc([N+](=O)[O-])cc23)c2ccccc2n1,-23,12,109,-1.8,9,107,-7,0,38
Cc1ccc(/C=C2/NC(=O)[C@H](C)NC2=O)cc1,6,0,105,-1.5,-2,102,0,0,4
COc1ccc(C(C(=O)OC(C)CN(C)C)c2ccccc2)cc1 (stereo unspecified),-12,4,127,2.1,6,107,-13,0,7
COc1ccccc1N(Cc1cc2ccc(C)cc2[nH]c1=O)C(C)=O,14,3,101,1.5,0,99,4,0,2
O=C(c1cccnc1)N(Cc1ccccc1)C1(C(=O)Nc2ccccc2)CCCCC1,3,0,97,2.0,3,95,0,0,2
S=c1[nH]nc(-c2cccs2)n1/N=C/c1c(Cl)cccc1Cl,-4,-25,105,0.6,5,91,3,0,-22
O=C(Nc1ccc(N2CCN(C(=O)c3cccs3)CC2)cc1)c1ccccc1Cl,36,6,99,0.7,0,69,7,0,3
COc1cc(C2(c3ccc(O)c(OC)c3)C(=O)Nc3c(C)cc(Br)cc32)ccc1O,12,2,87,-3.3,1,98,-1,/,7

# The final 6 entries of the section before open the next one:
SMILES,VLA-4 inh,Bcl-xL primary,CIT2-GFP yeast,MEX-5 binding,Fam108B inh,AGP1-GFP MLPCN,GLD-1 TGE inh,GRK2 inh,MCL1 BIM primary
COc1ccc(C(C(=O)OC(C)CN(C)C)c2ccccc2)cc1 (stereo unspecified),-12,4,127,2.1,6,107,-13,0,7
COc1ccccc1N(Cc1cc2ccc(C)cc2[nH]c1=O)C(C)=O,14,3,101,1.5,0,99,4,0,2
O=C(c1cccnc1)N(Cc1ccccc1)C1(C(=O)Nc2ccccc2)CCCCC1,3,0,97,2.0,3,95,0,0,2
S=c1[nH]nc(-c2cccs2)n1/N=C/c1c(Cl)cccc1Cl,-4,-25,105,0.6,5,91,3,0,-22
O=C(Nc1ccc(N2CCN(C(=O)c3cccs3)CC2)cc1)c1ccccc1Cl,36,6,99,0.7,0,69,7,0,3
COc1cc(C2(c3ccc(O)c(OC)c3)C(=O)Nc3c(C)cc(Br)cc32)ccc1O,12,2,87,-3.3,1,98,-1,/,7
N#Cc1cccnc1Nc1ccc(Cl)cc1,-13,5,91,0.8,-1,94,-2,1,12
CCO[C@H]1OC(C(=O)NCc2nc3ccccc3[nH]2)=C[C@@H](C2CC2)[C@@H]1CCCO,4,6,97,-1.3,3,102,7,2,5
CN1CCN(/C(=N\S(=O)(=O)c2ccc(F)cc2)c2ccccc2)CC1,2,1,103,0.1,4,108,8,7,4
CCN1C(=O)c2cccc3c(Cl)ccc(c23)C1=O,-7,4,102,-0.4,-5,101,3,6,4
Cn1cc(CCNC(=O)c2ccc3nc(Cc4ccccc4F)oc3c2)cn1,3,3,106,2.9,2,108,10,0,-1
COc1ccc(C(=O)CSc2cc(C)nc(SCC(=O)c3ccc(C)cc3)n2)cc1,-14,-3,115,-1.1,-12,95,3,12,-6
Cc1ccc(-c2cc(C(=O)Nc3cc(C)ccc3O)no2)cc1,-10,2,100,0.5,3,97,-2,0,-2
CC(=O)Nc1nc(NC(=O)C(Cl)(Cl)Cl)n(-c2ccccc2)n1,10,1,99,-4.4,-2,104,5,1,4
COc1cc(OC)c(OC)cc1CNc1nnnn1C,3,2,90,1.3,0,90,10,1,2
CCc1ccc(-c2ccc3nnc(SC)n3n2)cc1,-1,2,96,-0.5,-1,96,6,0,-3

# Looked up above.
# CCO[C@H]1OC(C(=O)NCc2nc3ccccc3[nH]2)=C[C@@H](C2CC2)[C@@H]1CCCO – Fam108B inh: 3
# CCN1C(=O)c2cccc3c(Cl)ccc(c23)C1=O – Bcl-xL primary: 4
# COc1ccc(C(=O)CSc2cc(C)nc(SCC(=O)c3ccc(C)cc3)n2)cc1 – GRK2 inh: 12

# The listing continues:
SMILES,VLA-4 inh,Bcl-xL primary,CIT2-GFP yeast,MEX-5 binding,Fam108B inh,AGP1-GFP MLPCN,GLD-1 TGE inh,GRK2 inh,MCL1 BIM primary
COc1ccc2nc(C)cc(Sc3nc4ccccc4s3)c2c1,-96,1,?,-0.8,-1,?,4,0,2
O=C(Cn1cc([N+](=O)[O-])cn1)Nc1ccn(Cc2c(F)c(F)c(F)c(F)c2F)n1,3,5,106,1.5,-2,106,7,4,10
CN(C)CCN(C(=O)c1ccc(S(=O)(=O)N(C)C)cc1)c1nc2cc3c(cc2s1)OCCO3,4,4,98,-1.5,5,102,-3,9,1
O=C(c1ccncc1)N1N=C(c2ccc(Br)cc2)CC1c1ccccc1O (stereo unspecified),-12,2,100,-0.6,0,104,-3,0,-1
CCOc1cccc(NC(=O)C2CC(=O)NC(=Nc3ccccc3)S2)c1 (stereo unspecified),11,4,108,2.4,3,109,1,1,5
COC(=O)C1=C(N)N(c2ccccc2F)C2=C(C(=O)CC(C)(C)C2)C1c1ccc(OC)c(OC)c1 (stereo unspecified),-11,3,100,-2.8,1,99,4,1,4
C=CCNC(=O)c1ccccc1NC(=O)COc1ccccc1,54*,-5,92,0.8,-3,102,-7,1,-5
CN1CCN(C(=O)c2cc([N+](=O)[O-])ccc2Cl)CC1,9,1,105,0.6,-1,103,7,0,0
COc1ccc(-c2cc(=O)oc3cc(OCC(C)=O)ccc23)cc1,21,0,95,-0.7,2,89,3,2,-3
N#Cc1ccccc1CN1C(=O)S/C(=C/c2cccn2-c2ccc(C(=O)O)cc2)C1=O,17,3,97,0.9,2,96,1,26,20
Cc1ccc(/C(N)=N/OC(=O)c2ccc3ccccc3c2)cc1,-17,0,113,-0.5,2,75,0,0,-8
COc1ccc(N2CCN(CC(=O)NC(=O)NCc3ccccc3)CC2)cc1,32,16,131,/,/,109,1,0,8
c1coc(-c2nc3nc4ccccc4n3nc2-c2ccco2)c1,1,16,104,-10,3,101,7,0,21
COc1cccc(/C=C/C(=O)OCC(=O)NCC2CCCCC2)c1OC,-6,4,104,/,/,107,2,0,-3
Cn1c(-c2ccccc2)c(CCO)c2ccccc21,33,6,88,-0.7,4,100,3,1,6
C/C=C/c1ccccc1OCc1ccc(C(=O)OC)o1,0,6,96,-4.8,-6,99,3,1,2
CC1CC(C)(C)N(C(=O)CSc2ccc(-c3ccc(F)cc3)nn2)c2ccccc21 (stereo unspecified),-4,5,94,1.4,-4,93,-5,0,1
CCn1nnc(-c2ccccc2NS(=O)(=O)c2ccc(S(=O)(=O)N(C)C3CCCCC3)cc2)n1,-2,6,104,1.8,-3,109,6,0,2
CN1CCN(CC(=O)O)CC1,-7,5,102,/,1,104,5,2,7
CCCCNc1c(-c2cccc(-c3cc(C(C)=O)cs3)c2)nc2ccc(C)cn12,-14,7,75,-3.6,10,89,6,0,16
Cc1ccccc1CS(=O)(=O)Cc1ccc(C(=O)NCCCN2CC(C)CC(C)C2)o1 (stereo unspecified),3,5,104,-0.4,-2,106,5,0,1
CCN(CC)C(=O)Cc1c(OC)ccc2cc(Br)ccc12,9,2,95,0.4,-2,92,3,1,-1
O=C(Nc1nnc(-c2ccccc2)o1)c1cccc(S(=O)(=O)N2CCOCC2)c1,0,/,106,/,/,106,-1,49*,/
CC(=O)Nc1ccc(C(=O)NC2CCCC2)cc1,3,8,115,/,0,109,1,1,1
Cc1ccc(SCC(=O)OCC(=O)NCCc2ccccc2)cc1C,15,3,105,/,/,106,-2,1,0
O=C(COC(=O)c1ccccc1-c1nc2ccccc2s1)Nc1ccccc1C(F)(F)F,12,-1,96,1.1,-2,95,-1,0,12
O=c1[nH]c2cccnc2n1Cc1ccco1,6,2,109,1.6,-4,103,6,3,5
NC(=O)c1sc2nc(N3CCOCC3)c3c(c2c1N)CCCC3,-12,14,100,-0.2,1,98,6,1,17
COC(=O)NCC(c1cccnc1)N1CCOCC1 (stereo unspecified),-7,4,122,0.6,1,107,2,1,-2
OCC[C@@H]1C[C@@H](O)[C@H](O)[C@]2(Cc3ccccc3CO2)O1,4,5,111,-0.2,-4,91,0,2,4
CCc1ccc(/C=N/NC(=O)c2cc(C3CC3)nc3ccc(Br)cc23)s1,18,-3,93,-0.9,-8,102,4,6,4
CCCCN1C(=O)c2ccc(C(=O)NC3(C)CCS(=O)(=O)C3)cc2C1=O (stereo unspecified),0,5,100,/,/,94,0,7,5
CCCC[n+]1ccn(C2=C([O-])c3ccccc3C(=O)/C2=N\S(=O)(=O)c2ccc(Br)cc2)c1,-3,8,100,-11,3,104,5,0,0
CC1=C(CC(=O)c2ccccc2)C(=O)c2ccccc2C1=O,5,11,98,-3.2,4,94,2,0,7
CCOc1ccccc1C(C(=O)NC1CCCC1)N(Cc1ccco1)C(=O)CNC(=O)c1ccco1 (stereo unspecified),-5,-1,87,0.9,1,91,3,1,0
NC(=S)n1[nH]c(-c2ccccc2)c(N=Nc2ccccc2C(=O)N2CCOCC2)c1=O,16,8,105,-2.3,6,105,12,3,10
Cc1cccc(CN2CCN(CC(C)C)C(CCO)C2)n1 (stereo unspecified),-2,6,82,-9.4,-3,106,1,1,8
COc1ccc(CNc2nc3c(c(=O)n(Cc4ccc(Cl)cc4)c(=O)n3C)n2C)cc1,7,-2,84,1.6,-2,102,8,1,-1
N#CC(C(=O)NC1CC1)c1nc2ccccc2nc1N1CCCC1 (stereo unspecified),20,18,83,-7.8,5,89,2,2,14
O=C(NNS(=O)(=O)c1ccc(F)cc1)C1CCN(S(=O)(=O)c2ccccc2)CC1,2,3,98,-5.1,5,107,-2,7,4
O=C1CCN(S(=O)(=O)c2ccccc2)CCN1CCOCc1ccccc1,33,5,98,3.2,9,87,-2,0,-2
O=C(N/N=C\c1ccc(Cl)cc1)C1=NOC2COC3(CCN(c4ccc([N+](=O)[O-])cc4)CC3)OCC12 (stereo unspecified),7,-4,110,3.0,-15,112,-12,2,-7
CCOCCCNC(=O)c1ccccc1NC(=O)C1=C(C)OCCS1,7,3,98,-3.0,5,91,7,0,9
